TcdB inh = TcdB glycohydrolase inhibition; P18177; hit rate 0.24% among 350,000; inhibition, % at 9.99 µM; TcdB glycohydrolase enzymatic assay, plate reader; in the data active = inhibition above about 10%
* marks the source's active call; other numbers are inactive results; & = joins results of further samples. The list is partial, so the mix of outcomes need not match the whole.

SMILES	TcdB inh
C[C@@H]1CN([C@H](C)CO)C(=O)Cc2cc(NC(=O)Nc3ccc(F)cc3)ccc2O[C@@H]1CN(C)Cc1ccc(C(=O)O)cc1	0.9
OC[C@@H]1[C@@H](c2ccc(C#Cc3ccccc3)cc2)[C@H]2CN(Cc3cncnc3)CCCCN12	1.0
C[C@H](CO)N1C[C@H](C)[C@@H](CN(C)S(=O)(=O)c2ccc(F)cc2)Oc2ccc(NC(=O)Cn3cnnn3)cc2C1=O	0.0
OC[C@H]1[C@@H](c2ccc(C#Cc3ccccc3F)cc2)[C@@H]2CN(Cc3cncnc3)CCCCN12	-0.5
Cc1cc(C(=O)Nc2ccc3c(c2)C(=O)N(C)[C@H]2CC[C@H](CC(=O)N[C@@H](C)c4ccccc4)O[C@H]2CO3)no1	1.4
N#Cc1cccc(-c2ccc3c(c2)[C@H]2[C@H](CCN2S(=O)(=O)c2ccc(F)cc2)[C@@H](CO)N3)c1	1.2
Cc1ccc(S(=O)(=O)Nc2ccc3c(c2)C(=O)N([C@H](C)CO)C[C@H](C)[C@@H](CN(C)C(=O)Cc2ccccc2)OCCCC[C@@H](C)O3)cc1	-0.4
C[C@H](CO)N1C[C@H](C)[C@H](CN(C)C(=O)Nc2ccc3c(c2)OCO3)Oc2ccc(NC(=O)CCC(F)(F)F)cc2CC1=O	1.3
CCS(=O)(=O)Nc1ccc2c(c1)C(=O)N(C)[C@H]1CC[C@@H](CC(=O)NCc3ccc(OC)cc3)O[C@H]1CO2	-1.0
COCC(=O)N(C)C[C@@H]1Oc2cc(-c3ccccc3F)ccc2S(=O)(=O)N([C@H](C)CO)C[C@H]1C	1.3
COc1ccc(NC(=O)Nc2cccc3c2O[C@H](CN(C)Cc2ccccc2)[C@H](C)CN([C@H](C)CO)C3=O)cc1	-2.9
CO[C@@H]1CC[C@@H]2CCOc3c(C#N)cccc3C(=O)N(C)C[C@@H](C)C(=O)N(C)C[C@@H]1O2	-0.2
C[C@@H]1CCCCO[C@@H](CN(C)C(=O)CCCN(C)C)[C@@H](C)CN([C@@H](C)CO)C(=O)c2cc(NC(=O)CCCN(C)C)ccc2O1	-0.5
Cc1ccc(S(=O)(=O)N(C)C[C@H]2Oc3ccc(NC(=O)Nc4ccc(C(F)(F)F)cc4)cc3C(=O)N([C@H](C)CO)C[C@H]2C)cc1	0.9
COCC(=O)N1CC(=O)N2[C@@H](CO)[C@@H](c3ccc(C#CC4CCCC4)cc3)[C@@H]2C1	-0.9
O=C(C[C@H]1C[C@@H]2c3cc(NC(=O)NC4CCCC4)ccc3O[C@@H]2[C@H](CO)O1)NCc1ccccn1	-0.7
CNC[C@@H]1Oc2ccc(NS(=O)(=O)c3ccc(OC)cc3)cc2CC(=O)N([C@@H](C)CO)C[C@@H]1C	1.0
O=C(c1ccc(F)cc1)N1CC(=O)N2[C@H](CO)[C@H](c3ccc(C#Cc4ccc(F)cc4)cc3)[C@H]2C1	0.2
COc1ccc(NC(=O)Nc2ccc3c(c2)CC(=O)N([C@H](C)CO)C[C@@H](C)[C@H](CN(C)Cc2ccncc2)O3)cc1	-0.9
C[C@@H]1CCCCO[C@@H](CN(C)Cc2ccncc2)[C@@H](C)CN([C@H](C)CO)C(=O)c2cc(NC(=O)c3ccncc3)ccc2O1	-0.8
C/C=C/c1ccc2c(c1)O[C@@H](CN(C)C(=O)c1ccccc1)[C@@H](C)CN([C@@H](C)CO)S2(=O)=O	2.4
O=C(NC[C@H]1N[C@H](CO)[C@@H]1c1ccccc1)C1CC1	0.4
O=C(CC(F)(F)F)N1C[C@@H]2[C@H](c3ccccc31)[C@H](CO)N2Cc1cccnc1	0.6
COc1ccc(NC(=O)N(C)C[C@@H]2OCc3ccccc3-c3ccccc3C(=O)N([C@H](C)CO)C[C@H]2C)cc1	0.1
COc1ccc(CNC(=O)C[C@@H]2C[C@@H]3c4cc(NS(=O)(=O)c5ccc(F)cc5)ccc4O[C@@H]3[C@@H](CO)O2)cc1	-9.1
CO[C@H]1CN(C)C(=O)c2ccc(NS(=O)(=O)c3ccc(Cl)cc3)cc2OC[C@@H](C)N(C)C[C@@H]1C	-1.4
Cc1noc(C)c1S(=O)(=O)N(C)C[C@@H]1OCCCC[C@@H](C)Oc2ccc(NS(=O)(=O)c3cccs3)cc2C(=O)N([C@H](C)CO)C[C@H]1C	0.1
CCC(=O)N1C[C@H](C)[C@@H](OC)CN(C)C(=O)c2ccc(NC(=O)CC(F)(F)F)cc2OC[C@@H]1C	-1.7
C[C@H](CO)N1C[C@H](C)[C@@H](CN(C)Cc2ccc3c(c2)OCO3)Oc2c(NC(=O)Nc3ccccc3)cccc2C1=O	-0.3
CCNC(=O)C[C@@H]1CC[C@H]2[C@H](COc3ccc(NC(=O)Nc4ccc(F)cc4)cc3C(=O)N2C)O1	-0.8
C[C@@H]1CN([C@H](C)CO)C(=O)c2cc(NS(=O)(=O)c3cn(C)cn3)ccc2O[C@H]1CN(C)S(C)(=O)=O	-0.3
CC(C)CC#Cc1cnc2c(c1)C(=O)N([C@H](C)CO)C[C@H](C)[C@H](CN(C)C(=O)c1ccc(F)cc1)O2	-0.2
COc1ccccc1NC(=O)N[C@@H]1CC[C@@H](CCn2cc(-c3cccnc3)nn2)O[C@H]1CO	-2.2
COc1cccc(-c2ccc(C3[C@H]4CNC[C@@H]3N4C(=O)Nc3ccc(F)cc3)cc2)c1 (some centres undefined)	0.8&-1.5
Cc1ccc(S(=O)(=O)N(C)C[C@@H]2Oc3ccc(NC(=O)NC(C)C)cc3C(=O)N([C@@H](C)CO)C[C@H]2C)cc1	1.4
C[C@H]1CN([C@@H](C)CO)C(=O)CCCn2cc(nn2)CO[C@H]1CN(C)Cc1ccc(C(=O)O)cc1	-0.2
CCCN1[C@@H]2c3ccc(-c4ccc(F)cc4)c(=O)n3C[C@H]1[C@H](CO)[C@H]2C(=O)NCC	0.7
COc1ccccc1-c1cnc2c(c1)C(=O)N([C@H](C)CO)C[C@H](C)[C@@H](CN(C)Cc1ccccc1)O2	-1.7
O=C(NCc1ccc2c(c1)OCO2)[C@@H]1[C@@H](CO)[C@@H]2Cn3c(cccc3=O)[C@H]1N2Cc1ccccc1	0.9
O=C(C[C@@H]1C[C@H]2c3cc(NC(=O)c4cccnc4)ccc3O[C@H]2[C@@H](CO)O1)NCc1ccccc1	0.7
C[C@H]1CN([C@@H](C)CO)C(=O)c2cccc(NC(=O)Nc3ccc4c(c3)OCO4)c2O[C@H]1CN(C)S(=O)(=O)c1cn(C)cn1	4.2
C[C@@H]1CN([C@H](C)CO)C(=O)c2cccc(NS(=O)(=O)c3ccc(F)cc3)c2O[C@@H]1CN(C)Cc1ccc2c(c1)OCO2	0.2
O=C(C1CCCC1)N1CC2(C1)[C@@H](c1ccccc1)[C@H](CO)N2C(=O)c1cccnc1	-0.7
COc1ccc(NC(=O)Nc2ccc3c(c2)[C@H]2C[C@@H](CC(=O)NC4CCCCC4)O[C@@H](CO)[C@H]2O3)cc1	-2.0
C[C@@H]1CN([C@@H](C)CO)C(=O)c2cc(N(C)C)ccc2O[C@@H](C)CCCCO[C@@H]1CN(C)C(=O)C1CCCCC1	-15
O=C(Nc1ccc(C(F)(F)F)cc1)N[C@H]1CC[C@@H](CCn2cc(C3(O)CCCC3)nn2)O[C@H]1CO	0.7
C[C@@H]1CN([C@H](C)CO)C(=O)c2cc(NC(=O)Nc3ccccc3)ccc2O[C@@H]1CN(C)C(=O)Nc1ccc(C(F)(F)F)cc1	0.5
C[C@@H]1CN([C@H](C)CO)C(=O)c2cc(NC(=O)NC3CCCCC3)ccc2O[C@@H](C)CCCCO[C@@H]1CN(C)C(=O)c1ccccc1	0.1
COc1ccc(-c2ccc([C@H]3[C@@H](CO)N4C(=O)CN(C(=O)Cc5ccccn5)C[C@@H]34)cc2)cc1	0.1
C[C@H]1CN([C@@H](C)CO)C(=O)c2cccc(NC(=O)c3ccncc3)c2O[C@H]1CN(C)Cc1ccc(Cl)c(Cl)c1	-1.1
C[C@@H]1CCCCO[C@@H](CN(C)Cc2ccc(Cl)c(Cl)c2)[C@@H](C)CN([C@@H](C)CO)C(=O)c2cc(NS(=O)(=O)c3ccc(F)cc3)ccc2O1	0.7
COc1ccccc1CNC(=O)C[C@@H]1CC[C@H]2[C@@H](COC[C@@H](O)CN2C(=O)Nc2ccccc2)O1	-1.6
C[C@H](CO)N1C[C@H](C)[C@@H](CN(C)C(=O)Nc2ccc(F)cc2)OCCCC[C@H](C)Oc2ccc(NC(=O)Nc3ccccc3)cc2C1=O	1.2
CO[C@H]1CN(C)C(=O)c2cc(NC(=O)c3cc(C)on3)ccc2OC[C@@H](C)N(C)C[C@@H]1C	-0.3
C[C@H]1CN([C@@H](C)CO)C(=O)c2cccc(NC(=O)c3cnccn3)c2O[C@@H]1CN(C)C(=O)Nc1ccc(F)cc1	0.8
C[C@H](CO)N1C[C@H](C)[C@H](CN(C)Cc2ccc(Oc3ccccc3)cc2)Oc2ccc(NC(=O)CCC(F)(F)F)cc2C1=O	-0.4
COc1ccc(NC(=O)N(C)C[C@H]2OCc3cnnn3CCCC(=O)N([C@H](C)CO)C[C@H]2C)c(OC)c1	-2.3
C[C@@H]1CCCCO[C@@H](CN(C)S(=O)(=O)c2ccccc2)[C@@H](C)CN([C@H](C)CO)C(=O)c2cc(NC(=O)Nc3ccc(F)cc3)ccc2O1	-0.7
CN1C(=O)c2cc(NC(=O)Cc3cccs3)ccc2OC[C@@H]2O[C@@H](CC(=O)N[C@H]3CCN(Cc4ccccc4)C3)CC[C@H]21	0.7
COCC#Cc1ccc2c(c1)O[C@H](CN(C)S(=O)(=O)c1ccc(C)cc1)[C@@H](C)CN([C@@H](C)CO)S2(=O)=O	-1.5

Arranged by molar mass (low to high): part of the list above
SMILES	TcdB inh
COc1ccc(-c2ccc([C@H]3[C@@H](CO)N4C(=O)CN(C(=O)Cc5ccccn5)C[C@@H]34)cc2)cc1	0.1
COc1ccccc1CNC(=O)C[C@@H]1CC[C@H]2[C@@H](COC[C@@H](O)CN2C(=O)Nc2ccccc2)O1	-1.6
COCC#Cc1ccc2c(c1)O[C@H](CN(C)S(=O)(=O)c1ccc(C)cc1)[C@@H](C)CN([C@@H](C)CO)S2(=O)=O	-1.5
C[C@@H]1CCCCO[C@@H](CN(C)S(=O)(=O)c2ccccc2)[C@@H](C)CN([C@H](C)CO)C(=O)c2cc(NC(=O)Nc3ccc(F)cc3)ccc2O1	-0.7

Later entries.
SMILES	TcdB inh
C[C@H](CO)N1C[C@H](C)[C@@H](CN(C)C(=O)C2CCC2)Oc2ncc(C#CCc3ccccc3)cc2C1=O	-0.4
COc1ccc(CN(C)C[C@H]2OCCCC[C@H](C)Oc3ccc(NC(=O)NC(C)C)cc3C(=O)N([C@@H](C)CO)C[C@@H]2C)cc1	0.8
C[C@@H]1CCCCO[C@@H](CN(C)S(=O)(=O)c2ccc(F)cc2)[C@@H](C)CN([C@@H](C)CO)C(=O)c2cc(NC(=O)c3ccccc3)ccc2O1	0.4
CN(C)CC(=O)Nc1ccc2c(c1)[C@@H]1C[C@H](CC(=O)NCc3cccc(F)c3)O[C@@H](CO)[C@@H]1O2	0.5
COc1ccc(CN(C)C[C@@H]2OCCCC[C@H](C)Oc3ccc(NC(=O)C4CCCCC4)cc3C(=O)N([C@H](C)CO)C[C@H]2C)cc1	0.5
O=C(C[C@@H]1C[C@H]2c3cc(NC(=O)NC4CCCC4)ccc3O[C@H]2[C@H](CO)O1)NCc1ccccc1	-2.2
O=S(=O)(c1ccc(F)cc1)N1CCCCN2[C@H](C1)[C@H](c1ccc(-c3ccccc3F)cc1)[C@@H]2CO	-1.9
COc1ccc(NC(=O)N(C)C[C@@H]2OCc3cn(nn3)CCCC(=O)N([C@H](C)CO)C[C@@H]2C)c(OC)c1	-0.9
O=S(=O)(N[C@H]1CC[C@H](CCNS(=O)(=O)c2ccccc2Cl)O[C@@H]1CO)c1ccccc1	-0.2
COc1ccccc1S(=O)(=O)N[C@@H]1CC[C@@H](CC(=O)N2CCCCC2)O[C@@H]1CO	0.2
C[C@@H]1CN([C@@H](C)CO)S(=O)(=O)c2ccc(-c3cccnc3)cc2O[C@H]1CN(C)C(=O)c1cccc(F)c1	0.7
C[C@H](CO)N1C[C@H](C)[C@@H](CN(C)C(=O)Nc2cccc3ccccc23)Oc2ccc(NC(=O)c3ccncc3)cc2CC1=O	1.0
CO[C@H]1CN(C)C(=O)c2cc(NC(=O)C3CCC3)ccc2OC[C@@H](C)N(Cc2nccs2)C[C@@H]1C	0.4
O=C(C[C@@H]1CC[C@@H]2[C@H](COC[C@H](O)CN2Cc2ccc(F)cc2)O1)NCc1ccccc1Cl	0.6
C[C@H]1CN([C@@H](C)CO)C(=O)c2cc(NC(=O)CCN3CCOCC3)ccc2O[C@H]1CN(C)Cc1ccc2c(c1)OCO2	-1.1

Of the compounds above, these contain a COOH group.
SMILES	TcdB inh
C[C@@H]1CN([C@H](C)CO)C(=O)Cc2cc(NC(=O)Nc3ccc(F)cc3)ccc2O[C@@H]1CN(C)Cc1ccc(C(=O)O)cc1	0.9
C[C@H]1CN([C@@H](C)CO)C(=O)CCCn2cc(nn2)CO[C@H]1CN(C)Cc1ccc(C(=O)O)cc1	-0.2

An excerpt of these results, bar-delimited:
SMILES | TcdB inh
CO[C@H]1CN(C)C(=O)c2cc(NC(=O)C3CCC3)ccc2OC[C@@H](C)N(Cc2nccs2)C[C@@H]1C | 0.4
O=C(C[C@@H]1CC[C@@H]2[C@H](COC[C@H](O)CN2Cc2ccc(F)cc2)O1)NCc1ccccc1Cl | 0.6

(list continues)
SMILES	TcdB inh
O=C(C[C@H]1C[C@H]2c3cc(NC(=O)NC4CCCC4)ccc3O[C@H]2[C@H](CO)O1)NC1CCCCC1	1.1
C[C@H](CO)N1C[C@H](C)[C@@H](CN(C)C(=O)NC2CCCCC2)Oc2cc(/C=C/c3ccccc3)ccc2S1(=O)=O	-0.5
O=C(CCN1CCCCC1)NCC[C@H]1CC[C@@H](NC(=O)c2ccc(F)cc2)[C@H](CO)O1	0.1
O=C(C[C@@H]1CC[C@H]2[C@@H](COC[C@@H](O)CN2Cc2ccc(C(F)(F)F)cc2)O1)NCCc1ccccc1	-0.8
